From PubChem
HTRA1 inh: blocks human HTRA1 serine peptidase | 340,000 tested, 0.5% active | inhibition, % at 5.96 µM | recombinant HTRA1, FP-rhodamine activity-based probe, fluorescence polarization; in the data active means inhibition above about 36%;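 further: 0% = enzyme with DMSO and 100% = wells lacking enzyme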
Target sequence (Q92743 whole entry, looked up): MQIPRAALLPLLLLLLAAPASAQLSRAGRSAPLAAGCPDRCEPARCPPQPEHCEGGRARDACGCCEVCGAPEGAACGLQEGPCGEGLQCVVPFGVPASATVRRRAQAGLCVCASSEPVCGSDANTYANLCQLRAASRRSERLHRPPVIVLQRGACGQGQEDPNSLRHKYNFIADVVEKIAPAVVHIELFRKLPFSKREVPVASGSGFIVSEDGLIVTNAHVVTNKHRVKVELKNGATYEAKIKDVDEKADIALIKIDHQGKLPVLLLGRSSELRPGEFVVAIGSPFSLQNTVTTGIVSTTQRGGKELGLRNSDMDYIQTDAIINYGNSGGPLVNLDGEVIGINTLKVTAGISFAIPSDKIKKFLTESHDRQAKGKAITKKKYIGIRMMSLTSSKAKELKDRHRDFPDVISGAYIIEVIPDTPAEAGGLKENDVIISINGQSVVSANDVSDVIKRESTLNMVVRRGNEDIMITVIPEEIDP
rCAG binder: r(CAG) repeat RNA binding; 370,000 tested, 1.3% active; inhibition, % at 3 µM; TO-PRO-1 dye displacement fluorescence; AID 651821;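 active means inhibition above the plate cutoff, the mean of all test compounds on that plate plus 3 SD, cut at about 35% in these data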;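 further: 0% = DMSO alone and 100% = 100 µM mitoxantrone as full dye displacement; higher means more dye released from RNA so lower well fluorescence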
SIAE primary: inhibitors of human sialic acid acetylesterase SIAE | Q9HAT2 | SIAE FP-Rh probe binding, fluorescence polarization | inhibition, % at 9.66 µM | 370,000 tested, 0.69% active;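 active means inhibition above a cutoff: mean of compounds within the control limits plus 3 SD of those, cut at about 17% in these data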;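 further: 0% = plate median of compound wells and 100% = probe without SIAE protein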
MBD2 DNA inh: inhibitors of human MBD2 binding to methylated oligonucleotide; Q9UBB5; TR-FRET; inhibition, % at 4.4 µM; 370,000 tested, 0.31% active; in the data active means inhibition above about 13%
PRMT1 inh: inhibitors of human PRMT1. Q99873. recombinant PRMT1, activity-based probe fluorescence polarization. inhibition, % at 2.79 µM. 370,000 tested, 1.3% active. AID 652257;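 active means inhibition above about 21% made by adding two undisclosed values, limit read from the data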
TCR-CD3 inh: blocks the human TCR-CD3 interaction | TAMRA-labeled TCR probe fluorescence, biochemical | inhibition, % at 9.4 µM | 360,000 tested, 0.37% active | AID 651800; in the data active means inhibition above about 19%;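 further: recombinant mutant TCR 2C K166C tagged with TAMRA read by polarization; 0% = receptor in buffer alone and 100% = receptor with positive control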
NPR2 activator: GC-B (human) receptor activation; P20594; HEK293-GC-B cells, CNP EC30, cGMP TR-FRET; 0% at EC30 CNP, 100% saturating CNP; activation, % at 10 µM; 370,000 tested, 0.11% active;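 active means activation at 10 µM reaching about 35% in either raw or pattern-adjusted values, limit read from the data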
LEDGF integ inh: blocks HIV-1 LEDGF/p75-dependent DNA integration; TR-FRET IN-LEDGF/p75 DNA integration, Eu/Cy5; inhibition, % at 3.7 µM; 370,000 tested, 0.64% active;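 active means inhibition above the screen-wide mean plus 3 SD, cut at about 13% in these data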;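 further: signal is the Cy5 over europium emission ratio at 671 and 618 nm; 0% = plate median of compound wells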
ABHD4 inh: ABHD4 (mouse) inhibition, primary FP screen; Q8VD66; purified mABHD4, FP-Rh probe fluorescence polarization; inhibition, % at 8.92 µM; 370,000 tested, 0.54% active;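 active means inhibition exceeding the mean over every tested compound plus 3 SD, cut at about 30% in these data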;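 further: 0% = plate median of compound wells and 100% = S159A mutant with DMSO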
Target sequence (Q8VD66 whole entry, looked up): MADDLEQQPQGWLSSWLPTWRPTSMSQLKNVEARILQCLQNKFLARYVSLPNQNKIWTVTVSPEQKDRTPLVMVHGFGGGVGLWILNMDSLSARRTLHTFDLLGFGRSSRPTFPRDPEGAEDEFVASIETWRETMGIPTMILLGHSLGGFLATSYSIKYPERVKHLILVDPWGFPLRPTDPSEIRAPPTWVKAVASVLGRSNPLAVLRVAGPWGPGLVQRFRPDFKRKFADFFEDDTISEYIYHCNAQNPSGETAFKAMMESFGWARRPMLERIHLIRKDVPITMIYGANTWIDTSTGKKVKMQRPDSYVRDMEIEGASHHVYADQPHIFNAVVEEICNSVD
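Assay system: wild-type mouse ABHD4 protein; compound: single nominal dose of 8.92 µM, 0.89% DMSO final; schedule: 45 min + 60 min at 25 °C; measured by: FP readout, ex 525 nm / em 598 nm; evaluation: % inhibition of FP-Rh probe binding versus controls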
TDP2 inh: TDP2 (human) inhibition, absorbance primary screen; O95551; recombinant TDP2, T5PNP hydrolysis, p-nitrophenol absorbance 415 nm; inhibition, % at 12.8 µM; 370,000 tested, 0.34% active; AID 720702;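 active means inhibition above the mean of all tested compounds plus 3 SD, set per campaign, cut at about 25% in these data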;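 further: 0% = DMSO with enzyme and 100% = buffer with substrate but no TDP2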
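Evaluation: % inhibition relative to enzyme-containing and enzyme-free wells. Material: recombinant human TDP2. Benchmarks: enzyme-free and DMSO wells. Timing: enzyme reaction with compound for 2 h at 37 °C. Compound dosing: 12.8 µM only. Measured by: p-Nitrophenol epi absorbance. Reagent: T5PNP substrate at 5 mM, a TopII-DNA adduct mimic. Replication: single well per compound.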
* hit, by the source's call. Only part of the results is shown; count on the stated rates, not on these rows.

CCNc1nc(NCC)nc(-n2nc(C)cc2C)n1 was read as HTRA1 inh 7, rCAG binder -4, SIAE primary 1, MBD2 DNA inh 8, PRMT1 inh 0, TCR-CD3 inh -4, NPR2 activator -5, LEDGF integ inh 8, ABHD4 inh -7 and TDP2 inh -2.
Screening CCOC(=O)CC[C@@H]1CC[C@]2(CCCN(C(=O)c3ccccc3)C2)O1 returned rCAG binder 0, SIAE primary 14, MBD2 DNA inh -3, PRMT1 inh -1, NPR2 activator 4, LEDGF integ inh -3, ABHD4 inh -1 and TDP2 inh 7.
For CC1C(=O)N(Cc2cn(Cc3ccco3)nn2)CCS(=O)(=O)N1Cc1ccc(-c2ccncc2)cc1 (stereo unspecified) the results were HTRA1 inh 3, rCAG binder 8, SIAE primary 3, MBD2 DNA inh -3, PRMT1 inh 8, TCR-CD3 inh 1, NPR2 activator 4, LEDGF integ inh 2, ABHD4 inh -1 and TDP2 inh 3.
`Cc1cccc(N(CC(=O)NC2CCCC2)C(=O)CCC(=O)Nc2cc(C)on2)c1` gave HTRA1 inh 1, rCAG binder -6, SIAE primary 3, MBD2 DNA inh -1, PRMT1 inh 1, TCR-CD3 inh 2, NPR2 activator -5, LEDGF integ inh 0, ABHD4 inh 4 and TDP2 inh 14.
`COCCCNC(=O)CCc1ccccc1` gave HTRA1 inh -5, rCAG binder -3, SIAE primary -5, MBD2 DNA inh 1, PRMT1 inh 2, TCR-CD3 inh -2, NPR2 activator 4, LEDGF integ inh 2, ABHD4 inh 6 and TDP2 inh -5.
For CCCOc1ccc(/C=N/NC(=O)CN(c2ccc(OCC)cc2)S(C)(=O)=O)cc1 the results were HTRA1 inh -7, rCAG binder 0, SIAE primary 1, MBD2 DNA inh 2, PRMT1 inh -9, TCR-CD3 inh 0, NPR2 activator -2, LEDGF integ inh 5, ABHD4 inh -10 and TDP2 inh -14.
For COc1cccc(CC(=O)OCC(=O)NCCc2ccc(F)cc2)c1 the results were HTRA1 inh -2, rCAG binder -2, SIAE primary 2, MBD2 DNA inh 4, PRMT1 inh 3, TCR-CD3 inh -6, NPR2 activator 8, LEDGF integ inh -6, ABHD4 inh 4 and TDP2 inh 3.
For O=C(Cn1c(=O)n(-c2ccccc2)c(=O)c2oc3ccccc3c21)Nc1ccccc1 the results were HTRA1 inh -9, rCAG binder 5, SIAE primary -4, MBD2 DNA inh 3, PRMT1 inh -1, TCR-CD3 inh -7, NPR2 activator -6, LEDGF integ inh -1, ABHD4 inh 7 and TDP2 inh 5.
Screening Cc1ccc(-c2noc(COc3ccccc3C)n2)cc1 returned HTRA1 inh -8, rCAG binder -3, SIAE primary 2, MBD2 DNA inh -2, PRMT1 inh 0, TCR-CD3 inh 2, NPR2 activator 0, LEDGF integ inh -2, ABHD4 inh -8 and TDP2 inh -1.
CC1=N/C(=C\c2ccc([N+](=O)[O-])cc2)C(=O)N1c1cc(Cl)ccc1C was read as HTRA1 inh -4, rCAG binder 3, SIAE primary -2, MBD2 DNA inh 2, PRMT1 inh 2, TCR-CD3 inh -3, NPR2 activator -3, LEDGF integ inh -6, ABHD4 inh 0 and TDP2 inh -4.
Screening CCCCC/C=C\C[C@H](O)/C=C/c1cccc(C[C@H](O)CCCCO)n1 returned HTRA1 inh -7, rCAG binder 4, SIAE primary -6, MBD2 DNA inh -1, PRMT1 inh 3, TCR-CD3 inh 2, NPR2 activator 0, LEDGF integ inh -3, ABHD4 inh 2 and TDP2 inh 1.
For COc1cccc(Nc2ccc(C(=O)O)cc2[N+](=O)[O-])c1 the results were HTRA1 inh 1, rCAG binder 0, SIAE primary 4, MBD2 DNA inh -8, PRMT1 inh -2, TCR-CD3 inh 9, NPR2 activator -1, LEDGF integ inh -1, ABHD4 inh 36* and TDP2 inh 3.
For O=C(Nc1nc2cc3c(cc2s1)OCCO3)c1ccncc1 the results were HTRA1 inh 12, rCAG binder 6, SIAE primary 17, MBD2 DNA inh -1, PRMT1 inh -2, TCR-CD3 inh 3, NPR2 activator 1, LEDGF integ inh 1, ABHD4 inh 1 and TDP2 inh -8.
Screening C=CCC1c2cccc(C(=O)O)c2C(=O)N1c1cccc(C)c1 (stereo unspecified) returned HTRA1 inh 5, rCAG binder -1, SIAE primary 2, MBD2 DNA inh -5, PRMT1 inh 1, TCR-CD3 inh 5, NPR2 activator -4, LEDGF integ inh 4, ABHD4 inh 0 and TDP2 inh 9.
For CCC1CCCCN1C(=O)Cn1c(=O)oc2ccccc21 (stereo unspecified) the results were HTRA1 inh -4, rCAG binder 0, SIAE primary 7, MBD2 DNA inh -3, PRMT1 inh -1, TCR-CD3 inh 4, NPR2 activator 2, LEDGF integ inh -4, ABHD4 inh -5 and TDP2 inh 1.
For COc1ccc(C2=Nn3c(nnc3-c3ccccn3)SC2)cc1OC the results were HTRA1 inh 3, rCAG binder -1, SIAE primary 2, MBD2 DNA inh -5, PRMT1 inh 0, TCR-CD3 inh 7, NPR2 activator 10, LEDGF integ inh 2, ABHD4 inh 1 and TDP2 inh 12.
`COC(=O)[C@H](Cc1ccccc1)N(Cc1cn(Cc2ccccc2)nn1)S(=O)(=O)c1ccccc1Br` gave rCAG binder 7, SIAE primary -7, MBD2 DNA inh 3, PRMT1 inh 2, NPR2 activator -6, LEDGF integ inh -2, ABHD4 inh -9 and TDP2 inh 0.
`Nc1nc(-c2ccc(Cl)cc2)nnc1-c1ccc(Br)cc1` gave HTRA1 inh -2, rCAG binder 4, SIAE primary 1, MBD2 DNA inh 0, PRMT1 inh -4, TCR-CD3 inh -5, NPR2 activator -4, LEDGF integ inh 5, ABHD4 inh -4 and TDP2 inh -2.
CCCCNC(=O)Cn1nc(Cc2ccncc2)c2ccccc2c1=O was read as HTRA1 inh -3, rCAG binder 0, SIAE primary 1, MBD2 DNA inh 0, PRMT1 inh -2, TCR-CD3 inh 3, NPR2 activator -1, LEDGF integ inh 4, ABHD4 inh 1 and TDP2 inh 0.
Cc1ccc(/C=N\Nc2nc3ccc(Cl)cc3[nH]2)o1 was read as HTRA1 inh 7, rCAG binder 9, SIAE primary 2, MBD2 DNA inh -3, PRMT1 inh 0, TCR-CD3 inh 3, NPR2 activator -5, LEDGF integ inh 1, ABHD4 inh 26 and TDP2 inh -2.
Screening CCOc1ccc(S(=O)(=O)N2CCCCC2)cc1NC(=O)Cc1cc(OC)c(OC)c(OC)c1 returned HTRA1 inh -6, rCAG binder 4, SIAE primary 3, MBD2 DNA inh -10, PRMT1 inh -2, TCR-CD3 inh 5, NPR2 activator 0, LEDGF integ inh -1, ABHD4 inh 1 and TDP2 inh 6.
Screening COc1ccc(/C=N/NC(=O)c2ccc3nc[nH]c3c2)cc1OC returned HTRA1 inh -4, rCAG binder 1, SIAE primary -1, MBD2 DNA inh -6, PRMT1 inh 3, TCR-CD3 inh -3, NPR2 activator 5, LEDGF integ inh 0, ABHD4 inh 7 and TDP2 inh -7.
Screening Cn1c(=O)c2c(nc(Br)n2CCSc2ncccn2)n(C)c1=O returned HTRA1 inh 1, rCAG binder -2, SIAE primary 1, MBD2 DNA inh -3, PRMT1 inh -4, TCR-CD3 inh 3, NPR2 activator -5, LEDGF integ inh 1, ABHD4 inh 0 and TDP2 inh 6.
`CC(=O)c1ccc(OCC(O)CN2CCN(CC(O)COc3ccc(C(C)=O)cc3)CC2)cc1` (stereo unspecified) gave HTRA1 inh 0, rCAG binder 2, SIAE primary 1, MBD2 DNA inh 1, PRMT1 inh -4, TCR-CD3 inh -4, NPR2 activator -7, LEDGF integ inh 0, ABHD4 inh 1 and TDP2 inh 4.
For Cc1c(C(=O)N/N=C/c2cccs2)nnn1-c1nonc1N the results were HTRA1 inh 0, rCAG binder 3, SIAE primary 0, MBD2 DNA inh -4, PRMT1 inh -5, TCR-CD3 inh -1, NPR2 activator -6, LEDGF integ inh 10, ABHD4 inh -4 and TDP2 inh -13.
COC(=O)[C@]12C[C@H](CC(=O)NCc3ccc(C)o3)C(=O)N(CCC3=CCCCC3)C1=C[C@H](COCc1ccccc1)O[C@@H]2C was read as rCAG binder 5, SIAE primary 5, MBD2 DNA inh -2, PRMT1 inh 2, TCR-CD3 inh -2, NPR2 activator 4, LEDGF integ inh 1, ABHD4 inh 1 and TDP2 inh 0.
Screening CC(=O)c1cccc(NC(=O)N2CC(C)OC(C)C2)c1 (stereo unspecified) returned HTRA1 inh 5, rCAG binder -2, SIAE primary 4, MBD2 DNA inh 0, PRMT1 inh -3, TCR-CD3 inh -5, NPR2 activator 9, LEDGF integ inh -4, ABHD4 inh 7 and TDP2 inh -7.
Screening CC1=CC(C)C(=O)N(CCN2CCOCC2)C(C)=C1 (stereo unspecified) returned HTRA1 inh 4, rCAG binder 3, SIAE primary -1, MBD2 DNA inh 3, PRMT1 inh -3, TCR-CD3 inh -2, NPR2 activator 2, LEDGF integ inh 4, ABHD4 inh 1 and TDP2 inh 0.
For CC(C)Cc1ccc(CN2CCCC(NC(=O)Cn3cnnn3)C2)cc1 (stereo unspecified) the results were HTRA1 inh -3, rCAG binder -2, SIAE primary -4, MBD2 DNA inh 2, PRMT1 inh -4, TCR-CD3 inh -4, NPR2 activator 5, LEDGF integ inh 3, ABHD4 inh -13 and TDP2 inh -2.
CC(=O)c1c(C)[nH]c(C(=O)OCC(=O)Nc2cc(Cl)ccc2[N+](=O)[O-])c1C was read as HTRA1 inh 3, rCAG binder 3, SIAE primary 1, MBD2 DNA inh 0, PRMT1 inh -3, TCR-CD3 inh -7, NPR2 activator 9, LEDGF integ inh 4, ABHD4 inh -6 and TDP2 inh -16.
`COc1cccc(C(=O)NC(Cc2ccccc2)c2ccc3c(c2)OCCCO3)c1` (stereo unspecified) gave HTRA1 inh -28, rCAG binder 1, SIAE primary -10, MBD2 DNA inh 0, PRMT1 inh 1, TCR-CD3 inh 7, NPR2 activator 4, LEDGF integ inh 3, ABHD4 inh -19 and TDP2 inh -7.
For Cn1c2c(c(=O)c3ccccc31)CCC(C)(C)O2 the results were HTRA1 inh 5, rCAG binder -1, SIAE primary 8, MBD2 DNA inh 1, PRMT1 inh -1, TCR-CD3 inh -6, NPR2 activator -4, LEDGF integ inh 0, ABHD4 inh 4 and TDP2 inh -2.
For CCCCOc1ccc(-c2csc(N)n2)cc1[N+](=O)[O-] the results were HTRA1 inh 3, rCAG binder 3, SIAE primary 2, MBD2 DNA inh 2, PRMT1 inh 4, TCR-CD3 inh -7, NPR2 activator -3, LEDGF integ inh -2, ABHD4 inh 17 and TDP2 inh -9.

Quoted at random: 2 entries already listed.
`Cc1cccc(N(CC(=O)NC2CCCC2)C(=O)CCC(=O)Nc2cc(C)on2)c1` gave HTRA1 inh 1, rCAG binder -6, SIAE primary 3, MBD2 DNA inh -1, PRMT1 inh 1, TCR-CD3 inh 2, NPR2 activator -5, LEDGF integ inh 0, ABHD4 inh 4 and TDP2 inh 14.
Screening CCOc1ccc(S(=O)(=O)N2CCCCC2)cc1NC(=O)Cc1cc(OC)c(OC)c(OC)c1 returned HTRA1 inh -6, rCAG binder 4, SIAE primary 3, MBD2 DNA inh -10, PRMT1 inh -2, TCR-CD3 inh 5, NPR2 activator 0, LEDGF integ inh -1, ABHD4 inh 1 and TDP2 inh 6.
